MITF primary = inhibitors of human MITF; O75030; AlphaScreen MITF homodimerization, bead proximity signal; inhibition, % at 2.6 µM; 650,000 tested, 0.91% active; in the data active = inhibition above about 50%;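 also: 0% = vehicle wells with protein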
Target sequence (O75030 whole entry, looked up): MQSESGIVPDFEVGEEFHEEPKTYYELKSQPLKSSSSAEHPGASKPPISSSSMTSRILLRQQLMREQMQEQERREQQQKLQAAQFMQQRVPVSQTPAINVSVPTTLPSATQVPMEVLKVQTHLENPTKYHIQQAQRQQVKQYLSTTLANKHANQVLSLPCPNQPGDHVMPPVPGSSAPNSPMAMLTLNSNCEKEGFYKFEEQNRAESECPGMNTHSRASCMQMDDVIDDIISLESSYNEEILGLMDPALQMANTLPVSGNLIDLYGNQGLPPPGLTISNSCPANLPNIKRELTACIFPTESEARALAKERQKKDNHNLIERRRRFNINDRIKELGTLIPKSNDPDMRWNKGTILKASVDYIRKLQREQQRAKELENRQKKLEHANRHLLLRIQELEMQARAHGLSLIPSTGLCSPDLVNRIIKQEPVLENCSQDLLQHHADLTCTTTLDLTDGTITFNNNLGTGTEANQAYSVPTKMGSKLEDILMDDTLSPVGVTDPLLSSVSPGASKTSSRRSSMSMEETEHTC
FBW7 act = human FBW7 E3 ligase activation, primary screen. 650,000 tested, 0.13% active. normalized activity (activation), % at 26.1 µM. AlphaScreen FBW7–phospho-cyclin E peptide binding, activator screen. Q969H0; in the data active = normalized activity above about 1.9%;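 also: purified mutant Fbw7 with reduced substrate affinity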
TEAD-YAP inh = TEAD-YAP interaction inhibition; HEK-TIYL cells, TEAD-Gal4/YAP UAS-luciferase luminescence; inhibition, % at 9.12 µM; 640,000 tested, 1.4% active; AID 1259422; in the data active = inhibition above about 32%;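 also: 0% = median of test compound wells and 100% = reference inhibitor wells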
GPR151 ag = activates the human receptor GPR151. PathHunter beta-arrestin GPR151 cells, luminescence. activation, % at 11.2 µM. 650,000 tested, 1% active. AID 1508602; in the data active = activation above about 4.9%;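 also: 0% = median of compound wells and 100% = cells with positive control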
Target sequence (Q8TDV0 whole entry, looked up): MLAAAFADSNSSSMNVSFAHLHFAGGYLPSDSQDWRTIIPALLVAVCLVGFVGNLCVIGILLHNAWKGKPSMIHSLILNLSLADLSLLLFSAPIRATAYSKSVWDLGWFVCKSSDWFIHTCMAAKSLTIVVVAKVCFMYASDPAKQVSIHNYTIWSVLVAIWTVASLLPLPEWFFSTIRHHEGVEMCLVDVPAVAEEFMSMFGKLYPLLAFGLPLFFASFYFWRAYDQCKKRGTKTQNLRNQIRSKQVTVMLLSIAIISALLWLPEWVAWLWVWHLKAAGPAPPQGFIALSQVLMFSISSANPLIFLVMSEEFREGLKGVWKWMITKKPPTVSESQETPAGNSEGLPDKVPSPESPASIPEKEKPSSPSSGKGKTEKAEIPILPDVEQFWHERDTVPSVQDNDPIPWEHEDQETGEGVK
* marks the source's active call; other numbers are inactive results.

Abbreviations: A = MITF primary; B = FBW7 act; C = TEAD-YAP inh; D = GPR151 ag
#1 CSc1ccc(CN[C@@H]2C[C@@H](C(=O)NC(C)C)N(C(C)C)C2)cc1
  A = 12	B = 0.2	C = -8	D = -1.0
#2 CCNC(=O)N1CCN(c2nccnc2NS(=O)(=O)c2ccc(F)cc2)CC1
  A = -8	B = -0.2	C = 8	D = -0.9
#3 Cc1ccc(C)c(NC(=O)C2CCCN(c3nn4c(=O)cc(C)nc4s3)C2)c1 (stereo not drawn)
  A = 16	B = 1.3	C = 2	D = -0.7
#4 CCCCCn1c(=O)c2ccccc2n(Cc2nc(-c3ccc(F)cc3)no2)c1=O
  A = -7	B = 0.0	C = 3	D = 2.3
#5 Cc1noc(C)c1NC(=O)NCc1ccc2c(c1)OCO2
  A = -12	B = 0.0	C = 10	D = 3.4
#6 O=C(NCCOc1cc(N2CCCC2)ncn1)c1ccc(=O)[nH]c1
  A = -1	B = -0.1	C = -12	D = -0.2
#7 CCCCNC(=O)c1ccc(Sc2ccccc2Cl)c([N+](=O)[O-])c1
  A = 6	B = 0.1	C = 0	D = -1.5
#8 CN(CC(=O)Nc1cccnc1)S(=O)(=O)c1ccccc1
  A = -23	B = 0.0	C = 13	D = 0.5
#9 NC(=O)c1ccccc1NC(=O)c1cc(Br)ccc1Cl
  A = -12	B = -0.1	C = -10	D = 0.3
#10 CC(=O)c1sc(NC(=O)C=C(C)C)nc1C
  A = 8	B = 1.0	C = 0	D = -2.6
#11 Cc1ncc(-c2ccncc2)c(C2CCNCC2)n1
  A = 9	B = 0.0	C = 7	D = 0.5
#12 O=C(Nc1cccc(Cl)c1)Nc1ccc(F)c([N+](=O)[O-])c1
  A = 3	B = 0.0	C = 27	D = -1.9
#13 Cc1c(Cl)c(C(F)(F)F)nn1CC(=O)Nc1c(Cl)cccc1Cl
  A = -5	B = 0.0	C = -7	D = 1.4
#14 COc1ccc(-n2nc(C(=O)NCc3ccc(F)cc3)c3ccccc3c2=O)cc1
  A = 13	B = -0.2	C = 5	D = 1.8
#15 O=C(CCC(=O)OCC(F)(F)C(F)F)NCc1ccccc1
  A = -2	B = 0.0	C = -6	D = 0.2
#16 CCN(CC)C(=O)Cn1nnc(-c2ccccc2F)n1
  A = 7	B = 0.2	C = -7	D = -2.4
#17 CC(C)n1c2ccccc2c2nnc(SCC(=O)Nc3ncccn3)nc21
  A = 14	B = 0.1	C = -11	D = -1.5
#18 Cc1ccccc1Cn1c(=O)c2ccccc2n2nncc12
  A = 14	B = 0.6	C = 8	D = 1.2
#19 Fc1ccc(CCNC2CCN(Cc3ccccc3)CC2)cc1
  A = 33	B = -0.1	C = 10	D = 0.7
#20 COc1cccc(CN2CCN(Cc3cccc(OC)c3O)CC2CCO)c1 (stereo not drawn)
  A = 5	B = 0.1	C = -3	D = -1.6
#21 O=C(CN1CCCCC1)N1N=C(c2cccs2)CC1c1ccc(F)cc1 (stereo not drawn)
  A = -9	B = -0.2	C = -6	D = -0.9
#22 CCN1CCN(c2ncc(C(=O)Nc3ccc(C(F)(F)F)cc3)c3ccccc23)CC1
  A = -1	B = 0.3	C = -5	D = 0.0
#23 O=C(NCc1nc2ccccc2[nH]1)c1cc(N2CCOCC2)nc2ccccc12
  A = 1	B = 0.1	C = 4	D = -0.6
#24 CN(C)C(=O)c1c(NC(=O)c2ccccc2F)sc2c1CCC(C(C)(C)C)C2 (stereo not drawn)
  A = -15	B = 0.1	C = -12	D = 0.2
#25 Cc1nc2cc(-c3ccccc3)nn2c(C)c1CCC(=O)NCCCN1CCCC1=O
  A = -9	B = -0.3	C = -1	D = 0.0

Going on with the list:
Abbreviations: A = MITF primary; B = FBW7 act; C = TEAD-YAP inh; D = GPR151 ag
#26 COC(=O)Cn1c(=O)c2c(nc(-n3nc(C)c(C)c3C)n2Cc2ccccc2)n(C)c1=O
  A = -8	B = 0.0	C = -2	D = 1.9
#27 Cn1cc(CCC(=O)NCc2ccc(F)cc2)c2ccccc21
  A = 17	B = 0.5	C = 1	D = 1.1
#28 CC12c3ccccc3C(C)(c3ccccc31)C1C(=O)N(c3ccc(C(=O)O)cc3)C(=O)C12 (stereo not drawn)
  A = -2	B = -0.3	C = -2	D = -1.1
#29 CC(=O)Nc1ccc(S(=O)(=O)N(Cc2ccccc2)c2ccccn2)cc1
  A = 0	B = 0.1	C = 13	D = -0.4
#30 CCN(CC)CCNc1cc(C)nc2c3c(C)cc(C)nc3nn12
  A = -6	B = -0.1	C = 0	D = 1.2
#31 Cc1cc(Cl)ccc1OCCCC(=O)N1CCC(C)CC1
  A = -3	B = -0.1	C = -6	D = -0.8
#32 CCCN1C(=O)C[n+]2ccccc2C1C(=O)Nc1c(C)cccc1C (stereo not drawn)
  A = 19	B = 0.0	C = 1	D = 0.0
#33 COc1cc([N+](=O)[O-])ccc1NC(=O)c1ccc(N2C(=O)C3C4C=CC(C4)C3C2=O)cc1 (stereo not drawn)
  A = 13	B = 0.2	C = 0	D = -0.6
#34 CC(C)C(C(=O)Nc1ccccc1F)N1Cc2ccccc2C1=O (stereo not drawn)
  A = 3	B = -0.1	C = 3	D = 0.3
#35 CC1Cc2ccccc2N1CC(=O)Nc1cc(S(=O)(=O)N2CCCC2)ccc1Cl (stereo not drawn)
  A = 11	B = 0.1	C = -3	D = 0.5
#36 O=C(O)CNC(=O)c1ccc2c(c1)C1C=CCC1C(c1ccc(F)cc1)N2 (stereo not drawn)
  A = 44	B = 0.0	C = 10	D = -1.0
#37 COc1ccc(C(=O)NCC(=O)Nc2ccc(Br)cc2)cc1
  A = -1	B = -0.1	C = 3	D = 0.6
#38 COc1ccc(N2CCN(CC(O)COCc3ccc(OC)c(OC)c3)CC2)cc1 (stereo not drawn)
  A = -7	B = -0.1	C = -2	D = 4.8
#39 COc1ccc(C2C3=C(CC(C)(C)CC3=O)Nc3ncnn32)cc1 (stereo not drawn)
  A = -13	B = 0.0	C = 1	D = -0.2
#40 CCOC(=O)c1ccc(N2C(=O)c3ccc(C(=O)Nc4ccc(Br)cc4C(=O)O)cc3C2=O)cc1
  A = 12	B = 0.0	C = -4	D = -0.2
#41 CCOC(=O)NC(Nc1nnc(SCC)s1)(C(F)(F)F)C(F)(F)F
  A = -3	B = 0.8	C = 10	D = -1.0
#42 CC(C)(C)NS(=O)(=O)c1ccc2c(c1)C(=NO)c1cc(S(=O)(=O)NC(C)(C)C)ccc1-2
  A = -1	B = 0.1	C = -2	D = 3.7
#43 O=C(Nc1cc2cccc([N+](=O)[O-])c2oc1=O)c1ccc(-c2ccccc2)cc1
  A = -7	B = 0.0	C = 3	D = 3.6
#44 Cc1cccc(N2CCCn3c2nc2c3c(=O)n(C)c(=O)n2C)c1C
  A = 21	B = -0.1	C = 1	D = -1.8
#45 Nc1ccc([N+](=O)[O-])cc1NS(=O)(=O)c1ccc(Cl)cc1
  A = 3	B = -0.1	C = 7	D = 1.7
#46 C=CCSc1nnc(-c2ccncc2)n1-c1ccccc1
  A = 5	B = -0.1	C = 10	D = 0.6
#47 N#C/C(=C\c1cc(Cl)cc(Cl)c1O)c1nc2ccccc2s1
  A = -2	B = 0.0	C = -1	D = -0.7
#48 O=c1c2ccccc2c(-c2ccccc2)nn1-c1cc([N+](=O)[O-])ccc1N1CCOCC1
  A = 7	B = -0.4	C = -5	D = -1.3
#49 Cc1ccc(CC(NC(=O)c2ccccc2)C(=O)NC(CC(C)C)C(=O)O)cc1 (stereo not drawn)
  A = 11	B = -0.2	C = 6	D = 0.4
#50 Cc1ccc(NC(=O)CCOc2ccccc2)c(Br)c1
  A = 14	B = 0.3	C = -17	D = 0.6

Continued.
Abbreviations: A = MITF primary; B = FBW7 act; C = TEAD-YAP inh; D = GPR151 ag
#51 O=c1oc2ccccc2cc1-c1nc(-c2ccncc2)n[nH]1
  A = 6	B = -0.2	C = 6	D = 2.7
#52 O=C(COC(=O)c1cc(S(=O)(=O)N2CCOCC2)ccc1F)Nc1cccc(F)c1
  A = 2	B = 0.1	C = -3	D = 6.5*
#53 CCn1cc(C(=O)OCC(=O)NC(C)CCc2ccccc2)c(=O)c2ccc(C)nc21 (stereo not drawn)
  A = 1	B = -0.3	C = 15	D = 3.9
#54 COc1cc2nc(Nc3cc(OC)c(OC)c(OC)c3)nc(Nc3ccccc3)c2cc1OC
  A = -2	B = -0.1	C = -22	D = -0.9
#55 Cc1ccc2nc(Nc3ccc(Cl)cc3)c3nncn3c2c1
  A = 24	B = 0.9	C = 17	D = -0.5
#56 S=c1nc(-c2ccccc2)n(-c2ccc(Cl)cc2)c2c1CCCC2
  A = 5	B = -0.2	C = 12	D = -0.6
#57 Cc1ccc(-n2c(CNS(C)(=O)=O)nnc2SCc2ccc(F)cc2)cc1
  A = 13	B = 0.1	C = 15	D = 4.9*
#58 Cc1cc(C(=O)OCCN(C2=NS(=O)(=O)c3ccccc32)c2ccccc2Cl)ccc1[N+](=O)[O-]
  A = 1	B = 0.2	C = 6	D = 0.3
#59 Cc1cc(NCc2ccccc2F)n2ncnc2n1
  A = 51*	B = 1.7	C = 0	D = -0.5
#60 O=C(c1ccc(Br)o1)N1CCN(c2cc(-n3cccn3)ncn2)CC1
  A = -1	B = -0.3	C = 2	D = -0.6
#61 O=C(O)c1ccc(NC(=O)c2ccc3c(c2)C(=O)N(c2ccc(Sc4ccc([N+](=O)[O-])cc4)cc2)C3=O)cc1
  A = -5	B = 0.0	C = -13	D = 1.2
#62 CC1CCCN(C(C(=O)NC2CCCCC2)c2cc3c(cc2[N+](=O)[O-])OCO3)C1 (stereo not drawn)
  A = -7	B = -0.1	C = -10	D = 1.1
#63 CCSc1nc2c(cc1C#N)C(=O)CCC2
  A = 1	B = 0.3	C = 12	D = -1.1
#64 CC1CCN(c2nncc3ccccc23)CC1
  A = 20	B = 0.8	C = -14	D = 1.6
#65 Cc1ccc(-c2csc(N3CCN(C(=O)Nc4ccccc4)CC3)n2)cc1
  A = 6	B = -0.2	C = -17	D = -0.4
#66 COC(=O)c1ccc2c(=O)n3nc(Nc4ccc(F)c(F)c4)sc3nc2c1
  A = -15	B = 0.0	C = -6	D = 0.1
#67 CC12CCC(C/C1=N/NC(=O)CSc1nc3ccccc3o1)C2(C)C (stereo not drawn)
  A = -7	B = 0.0	C = -10	D = -1.3
#68 COC(=O)c1ccccc1Oc1ncc(Cl)cn1
  A = 10	B = 0.1	C = -8	D = -1.5
#69 O=C(CN1N=C(c2ccc(Cl)cc2)CCC1=O)N1CCC2(CC1)OCCO2
  A = -5	B = -0.1	C = -1	D = -0.2
#70 CC(NC(=O)c1ccc(C23CC4CC(CC(C4)C2)C3)cc1)C(=O)O (stereo not drawn)
  A = -2	B = 0.0	C = -4	D = 0.2
#71 CCOC(=O)c1ccc(NC(=O)CSc2n[nH]c(-c3ccncc3)n2)cc1
  A = -9	B = -0.2	C = 1	D = 0.2
#72 Cc1nn(Cc2ccc(C(=O)NNC(=O)c3ccc(F)cc3)cc2)c(C)c1Cl
  A = -7	B = 0.1	C = -6	D = 0.8
#73 Cc1c(Cl)cccc1NC(=O)CSc1nc(-c2ccccc2)cc(=O)[nH]1
  A = 4	B = 0.0	C = -1	D = 1.1
#74 O=C(CCNS(=O)(=O)c1cccc2nonc12)Nc1ccc(Cl)cc1
  A = -6	B = 0.0	C = -9	D = 0.0
#75 COc1ccc(C2(O)CSC3=C(C#N)C(c4ccccc4F)CC(=O)N32)cc1OC (stereo not drawn)
  A = 2	B = 0.7	C = -13	D = 1.8

(list continues)
Abbreviations: A = MITF primary; B = FBW7 act; C = TEAD-YAP inh; D = GPR151 ag
#76 O=C(NCC1CCCO1)c1cc2cc(Cl)cc(Cl)c2oc1=O (stereo not drawn)
  A = -1	B = 0.1	C = -5	D = 1.6
#77 O=C(Nc1cccc(Cl)c1)c1cccc([N+](=O)[O-])c1
  A = -1	B = -0.1	C = 8	D = -0.8
#78 COc1cc(/C=C2N=C(/C=C/c3ccc(Cl)cc3Cl)OC\2=O)cc(OC)c1OC
  A = -3	B = 0.0	C = 10	D = 1.3
#79 COc1ccc(NC(=O)C2C(=O)NC3(C)CC2c2ccccc2O3)cc1 (stereo not drawn)
  A = 10	B = 0.0	C = 9	D = -0.5
#80 COCC(C)n1c(C)cc(C(=O)COC(=O)/C=C/c2nc3ccccc3s2)c1C (stereo not drawn)
  A = -8	B = -0.1	C = -1	D = -1.6
#81 CCN(CC)S(=O)(=O)c1ccc(C(=O)Nc2c3c(nn2-c2ccc(F)cc2)CS(=O)C3)cc1 (stereo not drawn)
  A = 0	B = 0.0	C = 3	D = -1.6
#82 COC(=O)c1ccccc1NC(=O)CSc1nncn1C
  A = 9	B = 0.1	C = 7	D = 0.5
#83 CS(=O)(=O)c1cnc2ncnn2c1C1CCCN(C(=O)c2n[nH]c3c2CCC3)C1 (stereo not drawn)
  A = 10	B = 1.8	C = 18	D = -0.1
#84 Cc1ccc(OCC(=O)NNC(=O)C2CCCCC2C(=O)O)cc1 (stereo not drawn)
  A = 10	B = 0.0	C = 7	D = 0.4

Single records, as listed above. Order of screens: MITF primary | FBW7 act | TEAD-YAP inh | GPR151 ag
COc1ccc(NC(=O)C2C(=O)NC3(C)CC2c2ccccc2O3)cc1 (stereo not drawn) is listed with 10 | 0.0 | 9 | -0.5
CCN(CC)S(=O)(=O)c1ccc(C(=O)Nc2c3c(nn2-c2ccc(F)cc2)CS(=O)C3)cc1 (stereo not drawn) is listed with 0 | 0.0 | 3 | -1.6
COCC(C)n1c(C)cc(C(=O)COC(=O)/C=C/c2nc3ccccc3s2)c1C (stereo not drawn) is listed with -8 | -0.1 | -1 | -1.6
Cc1ccc(OCC(=O)NNC(=O)C2CCCCC2C(=O)O)cc1 (stereo not drawn) is listed with 10 | 0.0 | 7 | 0.4

From PubChem BioAssay
